Bioassay records from PubChem BioAssay.
SSB-PriA inh = blocks PriA binding to SSB C-terminal tail. inhibition, % at 33 µM. 430,000 tested, 0.6% active. AlphaScreen SSBct-PriA binding, biotinylated peptide. AID 1272365; in the data active = inhibition mostly above about 37%, no sharp cut-off; inactive = mostly below about 20%;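 also: plate controls were negative control peptide for no effect and reference peptide for full effect; strong numbers were not always called active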
Starred values were filed as active, the others as inactive; & = joins results of further samples. These rows are one share of the data. The share of hits here may be higher or lower than overall.

SMILES	SSB-PriA inh
CSc1ncccc1C(=O)N1CCCC(Cc2nc(C3CC3)no2)C1 (stereo not given)	-3.0
O=C(C1CCC1)N1CCCCC(c2ccc(Cl)cc2)C1 (stereo not given)	4.0
C[C@](O)(CNS(=O)(=O)c1cccs1)c1ccco1	-11.0
CCCN1CCCc2cc(CCNC(=O)c3c(OC)cccc3OC)ccc21	79.9*
O=C(Nc1ccc(CN2CCN(c3ccccn3)CC2)cc1)c1ccccc1F	-2.0
O=C(NCC1CC(=O)N(c2ccc(F)cc2)C1)Nc1c(F)cccc1F (stereo not given)	-3.0
CS(=O)(=O)c1ccc2nc(NC(=O)CN3C(=O)c4ccccc4C3=O)sc2c1	-3.0
O=C(/C=C/c1ccccc1)N1CCN(c2ccc(-n3cccn3)nn2)CC1	-6.0
CC(=C\c1ccccc1)/C=C1/SC(=S)N(CCC(=O)Nc2nc(-c3ccccc3)cs2)C1=O	6.0
COC(=O)N1CCC(CNC(=O)Cc2cccs2)CC1	-9.0
Cc1cccc(-c2nc3scc(CCNC(=O)COc4ccc(Cl)cc4)n3n2)c1	-4.0
Cc1ccc(NC(=O)CSc2nccn3nc(-c4ccccc4)cc23)cc1C	-9.0
COC(=O)c1ccsc1NC(=O)COc1ccc(Cl)cc1	-18.0
O=C(NC(c1cccnc1)C1CCOCC1)c1cc(=O)c2ccccc2o1 (stereo not given)	-18.0
O=S(=O)(NC[C@@H](c1ccsc1)N1CCCC1)c1cccs1	-6.0
O=C(COc1ccc(Cl)cc1)NC[C@@H](c1ccco1)N1CCc2ccccc21	13.0
C/C(C=Nn1cnnc1)=C\c1ccco1	0.0
COc1ccc(OC)c(C=NNC(=O)CSc2nnc(C)n2-c2ccccc2)c1	-2.6
CCC(=O)Nc1sc2c(c1C(N)=O)CC(C)CC2 (stereo not given)	3.0
COc1ccc(-c2cc(N3CCC(C(=O)Nc4ccccn4)CC3)ncn2)cc1	4.0
CS(=O)(=O)c1ccccc1NC(=O)C1CCCCN1S(=O)(=O)c1cccs1 (stereo not given)	11.0
O=c1[nH]cc(NCc2ccco2)c(=O)[nH]1	4.0
COCCn1cc(NC(=O)Nc2ccc(C)c(F)c2)c2ccccc21	31.0
O=C(c1cc(C2CC2)on1)N1CCN(c2ccc(-c3noc(C(F)(F)F)n3)cn2)CC1	-19.0
CSc1ccc(C(=O)Nc2c3c(nn2-c2ccccc2)CCC3)cc1	-13.0
COc1ccc(C(=O)CC(SCCO)c2ccc(Cl)cc2)cc1 (stereo not given)	-13.0
COc1ccc(NC(=O)C(=O)NC[C@H](O)c2cccn2C)cc1Cl	0.0
CC(C)c1ccc(OCC(=O)NCCCS(=O)(=O)N2CCN(c3ccccn3)CC2)cc1	-15.0&-10.0
O=C(O)c1ccc(C=NNC(=S)NCCN2CCOCC2)cc1	-9.3
Cc1ccc(SCCC(=O)Nc2nnc(-c3ccccn3)o2)cc1	10.0
CCSC1=NC2(CCN(S(=O)(=O)c3ccc(F)cc3)CC2)N=C1c1ccc(Cl)cc1	-13.0
Cn1cccc1C(CNC(=O)C(=O)Nc1ccon1)N1CCCC1 (stereo not given)	-3.0&-2.0
O=S(=O)(c1ccccc1OC(F)(F)F)N(Cc1ccsc1)Cc1ccco1	-16.0
O=C(NCC(=O)N1CCOC(c2ccccc2)C1)c1c(F)cccc1Cl (stereo not given)	-1.0
CCOC(=O)C1CCN(C(c2cccnc2)c2c(O)cc(C)n(Cc3ccco3)c2=O)CC1 (stereo not given)	14.0
COc1ccc(C(C)=NNC(=O)CNC(=O)C(c2ccccc2)c2ccccc2)c(OC)c1	0.9
CC(C)(C)c1ccc(C(=O)N2CCN(c3ccc(-c4cccnc4)nn3)CC2)cc1	-6.0
COc1cccc2cc(-c3cc(=O)oc4cc(-c5ccccc5)c(OCC(N)=O)cc34)oc12	6.0
CC(C)(C)C(=O)Nc1ccc2c(c1)CN(C(=O)c1ccccc1)CC2	-10.0
CCN(CC)CCN(C(=O)c1ccc2ncsc2c1)c1nc2cc(C)cc(C)c2s1	31.0
O=C(Nc1ccn2nccc2c1)c1cc(Br)cs1	-8.0
O=c1cc(CO)oc(CN2CCCCC2)c1O	-11.0
Cc1cn2nnc(C(=O)N3CCC(C(=O)c4ccccc4)CC3)c2c(=O)[nH]1	-15.0
CS(=O)(=O)N1C2CCC1CC(NC(=O)c1cccc(Oc3ccccn3)c1)C2 (stereo not given)	-13.0
O=C(O)CN1C(=O)/C(=C/c2ccccc2OC(F)F)SC1=S	-9.0
C(=NNc1nn[nH]n1)c1ccccc1	-8.7
O=C(CSc1nnc2n1CCN2c1ccc(F)cc1)NCc1ccco1	-4.0
CCn1ccc(C(=O)Nc2nnc(-c3ccno3)o2)n1	28.0*
COc1cc(C(=O)NCC[C@H](O)C(C)(C)C)cc(OC)c1OC	-7.0
Cc1ccc(C)c(S(=O)(=O)N2CCCC2C(=O)O)c1 (stereo not given)	14.0
O=C(CN1C(=O)C[C@@H](c2ccccc2)Sc2ccccc21)Nc1ccc(Cl)c(Cl)c1	-13.0
COc1ccc(CC(=O)Nc2nnc(-c3cc(OC)cc(OC)c3)o2)cc1	6.0
Cn1nc(CNC(=O)[C@@H]2CC=CCC2)cc1-c1ccco1	1.0
c1ccc(NN=C(Cc2ncc[nH]2)c2ccccc2)cc1	9.3
COc1ccc(Cl)cc1N1CC(c2nc(-c3ccc4c(c3)OCO4)no2)CC1=O (stereo not given)	-14.0
CCOC(=O)C=C1NC(C)(C)Cc2cc(OC)c(O)cc21	7.1
COc1ccccc1N(CN1CCCC1=O)C(=O)c1cccc(OC)c1OC	0.0
Cc1cc(C)c(S(=O)(=O)Nc2cnc(N(C)C)nc2)c(C)c1	2.0
O=C(COc1ccc(Cl)cc1)Nc1ccc2c(c1)CN(C(=O)c1cccs1)CC2	-6.0
CC(=NNc1nc(-c2ccccn2)nc2ccccc12)c1ccc(F)cc1	9.7

Structures from the list above that contain an aryl methoxy group, in the order listed:
SMILES	SSB-PriA inh
CCCN1CCCc2cc(CCNC(=O)c3c(OC)cccc3OC)ccc21	79.9*
COc1ccc(OC)c(C=NNC(=O)CSc2nnc(C)n2-c2ccccc2)c1	-2.6
COc1ccc(-c2cc(N3CCC(C(=O)Nc4ccccn4)CC3)ncn2)cc1	4.0
COc1ccc(C(=O)CC(SCCO)c2ccc(Cl)cc2)cc1 (stereo not given)	-13.0
COc1ccc(NC(=O)C(=O)NC[C@H](O)c2cccn2C)cc1Cl	0.0
COc1ccc(C(C)=NNC(=O)CNC(=O)C(c2ccccc2)c2ccccc2)c(OC)c1	0.9
COc1cccc2cc(-c3cc(=O)oc4cc(-c5ccccc5)c(OCC(N)=O)cc34)oc12	6.0
COc1cc(C(=O)NCC[C@H](O)C(C)(C)C)cc(OC)c1OC	-7.0
COc1ccc(CC(=O)Nc2nnc(-c3cc(OC)cc(OC)c3)o2)cc1	6.0
COc1ccc(Cl)cc1N1CC(c2nc(-c3ccc4c(c3)OCO4)no2)CC1=O (stereo not given)	-14.0
CCOC(=O)C=C1NC(C)(C)Cc2cc(OC)c(O)cc21	7.1
COc1ccccc1N(CN1CCCC1=O)C(=O)c1cccc(OC)c1OC	0.0

Further compounds follow.
SMILES	SSB-PriA inh
COCCNC(=O)Cc1ccc(NC(=O)c2csc(-c3ccccc3)n2)cc1	4.0
O=C(Nc1ccc2c(c1)C(=O)NCCO2)c1ccc(Br)o1	-5.0
COc1ccc(S(=O)(=O)NCCOc2cccc(C(F)(F)F)c2)cc1F	-2.0
O=C(CSc1nnc2n(Cc3ccco3)c(=O)c3sccc3n12)NCc1ccccc1Cl	-11.0
Cn1nc(CNC(=O)c2ccncc2)c2c1CCCC2	-16.0
O=C(Cc1cn(Cc2ccc(F)cc2)c2ccccc12)N1CCN(C(=O)c2ccco2)CC1	-1.0
CN(CC(=O)N1CCCC(Cc2nc(-c3ccsc3)no2)C1)S(C)(=O)=O (stereo not given)	-4.0
CCc1ccc(-n2c(O)c(C=NN3CCCCC3c3cccnc3)c(=O)[nH]c2=O)cc1 (stereo not given)	5.1
COc1cc(C(=O)NC(C)COc2ccc(C(C)C)cc2)cc(OC)c1OC (stereo not given)	-19.0
CN1CCN(C(CC(=O)Nc2ccccc2Br)C(=O)O)CC1 (stereo not given)	8.0
Cc1cc(NC(=O)CSc2ccc(NC(=O)C(C)C)nn2)on1	5.0
Cc1scc(C(=O)NN=Cc2ccco2)c1C	-23.8
CSc1nnc(C)c2cnn(-c3ccc(F)cc3)c12	-11.0
Cn1cc(S(=O)(=O)N2CCCN(C(=O)C3CCOC3)CC2)cn1 (stereo not given)	-17.0
Cc1ccc(SCCC(=O)Nc2cc(C)cc(C)c2)cc1	-59.0
CCOc1ccc(NC(=O)C(=O)NCC(c2ccc3c(c2)CCN3C)N(C)C)cc1 (stereo not given)	0.0
O=C(CN1CC(c2nc(-c3ccco3)no2)C1)N1CCCc2ccccc21	0.0
O=S(=O)(c1cccc(Cl)c1)N1CN(Cc2ccco2)c2nc3ccccc3nc21	0.0
COc1cc(C=NNC(=O)C(=O)NCc2cccnc2)ccc1O	-7.8
COc1cc(NC(=O)NCCNC(=O)c2ccc(NC(=O)C(C)(C)C)cc2)cc(OC)c1	-3.0
COc1ccc2nc(-c3ccc(C)c(NC(=O)CC4CCCC4)c3)cn2n1	-5.0
CCc1ccc(S(=O)(=O)NCCc2csc(-c3cccc(F)c3)n2)s1	-16.0
CCc1ccc(C2=NN(c3ccc(S(N)(=O)=O)cc3)[C@H](c3ccc(O)cc3)C2)cc1	-22.0
O=C(O)CN1CCOC1=O	-6.0
Cc1ccc(NC(=O)Cn2nc(N3CCSCC3)c3ccccc3c2=O)cc1F	-5.0
O=C(Cc1ccccc1F)N1CCN(c2ccc(-c3ccccn3)nn2)CC1	34.4
Cn1c(=O)c2[nH]c(NCc3ccco3)nc2n(C)c1=O	-7.0
O=C(NCC1CCCN(c2nccs2)C1)c1ccc(-n2cccc2)cc1 (stereo not given)	18.0
Cc1ccccc1N1CCN(C(=O)c2ccc(Cl)cc2Cl)CC1	-4.0
COc1ccc2nc(-c3ccc(OC)c(NC(=O)C4CC4)c3)cn2n1	-16.0
CCOC(=O)c1ccccc1NC(=O)Cn1c(=O)c2c(OCC)c(CC)cnc2n(C)c1=O	-9.0
COc1ccc(C)cc1Nc1nc(C(=O)Nc2nnc(C)s2)cs1	32.0
O=C(CCc1cccc(OCc2ccccc2)c1)N1CCc2ncncc2C1	-7.0
CC1(C)Cc2cccc(OCC(=O)NCCn3ncc4c(N5CCCCCC5)ncnc43)c2O1	-12.0&-6.0
COC(=O)C(C(=O)OC)C(CC#N)c1ccccc1 (stereo not given)	6.0
O=C(NCc1ccccc1)C1CCN(c2ncnc3c2sc2ncccc23)CC1	-10.0
CC1(C)Cc2cccc(OCC(=O)N3CCC(Cn4cccn4)CC3)c2O1	-7.0
CC(C)(Oc1ccc(Cl)cc1)C(=O)N(Cc1ccccn1)Cc1ccco1	-4.0
CCS(=O)(=O)c1ccc(-c2ccc(NC(=O)c3ccccc3I)cc2)nn1	1.0
COc1ccccc1NC(=O)NCCn1ccnc1-c1ncccn1	39.0*
O=C(CCc1nc2sc3c(c2c(=O)[nH]1)CCC(c1ccccc1)C3)NCCc1ccc(Cl)cc1 (stereo not given)	-1.0
COc1ccc(S(=O)(=O)C2CN(C(=O)c3ccc(NC(C)=O)cc3)C2)cc1	-7.0
O=c1ccc(-c2ccc(F)cc2)nn1CCNS(=O)(=O)c1cc([N+](=O)[O-])ccc1Cl	38.0
COc1cc(Br)cc(C=NNC(=O)Cc2ccccc2)c1O	-8.6
CC(=NNC(=O)c1cc(C(C)C)[nH]n1)c1ccco1	-17.0
O=C(NCCn1ncc2c(N3CCN(c4ccccc4)CC3)ncnc21)C1CC1	-16.0&-15.0
COc1cccc(C(=O)Nc2cc(C)nn2-c2nc3c(cnn3-c3cccc(C)c3C)c(=O)[nH]2)c1OC	94.0*
CCCCCC1CC(C(C)=NNC(N)=O)OC1=O (stereo not given)	8.8
Nc1cc(Cl)c([N+](=O)[O-])cc1OCc1ccccc1	7.0
O=C(Nc1nnc(CCS(=O)(=O)c2ccccc2)o1)c1ccc2c(c1)OCCO2	-22.0
Cc1ccc(=O)n([C@@H](C)C(=O)Nc2ccncc2)n1	-31.0
O=C(NCc1cccnc1)c1cc(-n2cccc2)ccn1	8.0
CC(=O)Nc1ccc(S(=O)(=O)Nc2ccc3c(c2)N(C(=O)c2ccco2)CC3)cc1	2.0
CC12CCC3C(CCC4CCCCC43C)C1C/C(=C\c1ccccc1)C2=O (stereo not given)	-6.0
CC(C)N(C(=O)CSc1ccc(NC(=O)c2cccc(F)c2)nn1)C(C)C	-7.0
Cc1cc(CNC(=O)c2snnc2C)c(C)o1	-7.0
CC1(C)CC(=O)c2ccccc2O1	-9.0
O=C(Cc1nc(-c2ccncc2)n[nH]1)NC1CCCC1	-3.0
Cc1ccc(C)c(C(=O)NCC2CCN(C(=O)c3ccoc3)CC2)c1	-6.0
CN1C(=O)C(=O)C(=C(O)c2ccccc2)C1c1ccccc1 (stereo not given)	6.0

(listing goes on)
SMILES	SSB-PriA inh
O=C(Nc1ccccc1-c1cn2ccsc2n1)c1ccc(Cn2ccnc2)cc1	39.0*
COc1ccc(OC)c(-c2csc(NC(=O)COc3ccc(Cl)cc3Cl)n2)c1	-3.0
O=C(Cn1c(O)c(C=C2C=Nc3ccccc32)sc1=O)Nc1ccc2c(c1)OCO2	2.6
CC(C)c1ccc(NC(=O)CCCn2nc(-c3ccc(Cl)cc3)ccc2=O)cc1	-7.0
O=C(Cc1csc(Nc2cccc(C(F)(F)F)c2)n1)N1CCN(c2ncccn2)CC1	5.0
CC(=O)c1sc(NC(=O)c2ccc(S(=O)(=O)N(C)Cc3ccco3)cc2)nc1-c1ccccc1	-16.0
O=C(NN=Cc1ccncc1)C1CC1C(=O)NN=Cc1ccncc1 (stereo not given)	-19.4
O=C(Nc1ccc2c(c1)N(S(=O)(=O)c1ccc(F)cc1)CCC2)Oc1ccccc1	-10.0&-7.0
O=C(CSc1nc2ccsc2c(=O)n1CCO)Nc1ccccc1C(F)(F)F	0.0
Cc1nc(C)c(CC(=O)NCCc2ccc(Cl)cc2)s1	-12.0
COC(=O)c1ccccc1C(=O)N1CCN(c2nc3ccc(SC)cc3s2)CC1	14.0
CCOC(=O)C=c1sc(=Cc2ccccc2C)c(=O)n1CC(=O)NCc1ccc2c(c1)OCO2	-5.7
N#Cc1c(N)sc2c1CCC(c1ccccc1)C2 (stereo not given)	-4.0
